SSB-PriA inh: K. pneumoniae PriA-SSBct interaction inhibition; AlphaScreen SSBct-PriA binding, biotinylated peptide; inhibition, % at 33 µM; actives 0.6% (n = 430,000); in the data active = inhibition mostly above about 37%, no sharp cut-off; inactive = mostly below about 20%;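 note: plate controls were negative control peptide for no effect and reference peptide for full effect; strong numbers were not always called active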
Active calls of the source: *; i = inactive; & = joins results of further samples.

SMILES | SSB-PriA inh
O=C(/C=C/c1ccco1)NCc1ccccc1 | 11
COC(CNC(=O)c1cnoc1C)c1ccccc1Cl (stereo not given) | -5
Cn1ccc(C(=O)Nc2nc3ccccc3s2)n1 | 8
O=C(CSc1nnc(NC(=O)c2cccc([N+](=O)[O-])c2)s1)Nc1ccc2c(c1)OCCO2 | 7
Cc1ccc(NC(=O)C(=O)NCC2CCN(c3nc4ccccc4s3)CC2)cc1F | -14
O=C(O)CCc1csc(NC(=O)c2ccc(Cl)cc2)n1 | 13
O=C(Nc1nc(C(=O)N2CCN(C(=O)c3ccco3)CC2)co1)c1cnccn1 | -7
FC(F)(F)c1cc(-c2ccccc2)nc(SCc2nc3ccccc3[nH]2)n1 | 3&14
Cc1ccccc1OCC(=O)N1CCC(c2nnc(C3CC3)o2)CC1 | -20
O=C(Cc1csc(SCC(=O)c2cccs2)n1)NCc1c(F)cccc1F | -18
CN(C)c1ncc(NC(=O)c2ccco2)c(N(C)C)n1 | -12
CC(=O)c1cccc(NC(=O)CSc2nnc(-c3cccc(C)c3)n2N)c1 | -6
COCC(=O)NNC(=O)c1cccn(Cc2ccc(F)cc2)c1=O | -13
Cc1cc(=O)[nH]c(-n2nc(C)c(CCC(=O)Nc3ccc(C(N)=O)cc3)c2C)n1 | -7
COc1ccc(CNC(=O)NCC#CCOc2cccc(C(F)(F)F)c2)cc1OC | -7
O=C(N/N=C\c1cccs1)c1ccc(S(=O)(=O)N2CCCCCC2)cc1 | 0
CCOc1ccc(C(CCC(=O)O)=NNC(=S)NCCc2ccccc2)cc1 | 1
O=C(CSC1CCCC1)Nc1cc(-n2cccn2)ncn1 | -12
CCN1CCN(Cc2c(O)ccc3c2O/C(=C\c2cc(OC)c(OC)c(OC)c2)C3=O)CC1 | -11
O=C(NCc1cccnc1-c1cccs1)c1cc2cc(F)ccc2s1 | -2
Cn1nc(-c2ccccc2)cc1C(=O)N1CC(N2C(=O)C3CC=CCC3C2=O)C1 (stereo not given) | -18
O=C(NN=Cc1ccco1)C1CC1(c1ccccc1)c1ccccc1 (stereo not given) | 6
COc1cccc(/C=N\NC(=O)c2cc(-c3ccc(Br)s3)[nH]n2)c1O | -6
Cc1nnc2ccc(-c3cccc(NC(=O)c4cccc(Cl)c4)c3)nn12 | -3
COc1ccccc1CNC(=O)C1CCCN(c2cnc3ccccc3n2)C1 (stereo not given) | -2
COc1ccc(-c2csc(NC(=O)c3ccc(S(=O)(=O)N4CCCCC4C)cc3)n2)cc1C (stereo not given) | -15
C=CCN(CC=C)S(=O)(=O)c1ccc(C(=O)Nc2nnc(CC)o2)cc1 | 17
Cc1cccc(Nc2nc(C(=O)N3CCN(c4cccc(Cl)c4Cl)CC3)cs2)n1 | 8
Cc1ccc(Cn2cc(C(=O)NNC(=O)Nc3ccc(F)cc3)ccc2=O)cc1 | 2
O=C1/C(=C/c2ccncc2)CC/C1=C\c1ccncc1 | 14

Gathered by group, the compounds so far containing four or more nitrogen atoms.
SMILES | SSB-PriA inh
Cn1ccc(C(=O)Nc2nc3ccccc3s2)n1 | 8
O=C(CSc1nnc(NC(=O)c2cccc([N+](=O)[O-])c2)s1)Nc1ccc2c(c1)OCCO2 | 7
Cc1ccc(NC(=O)C(=O)NCC2CCN(c3nc4ccccc4s3)CC2)cc1F | -14
O=C(Nc1nc(C(=O)N2CCN(C(=O)c3ccco3)CC2)co1)c1cnccn1 | -7
FC(F)(F)c1cc(-c2ccccc2)nc(SCc2nc3ccccc3[nH]2)n1 | 3&14
CN(C)c1ncc(NC(=O)c2ccco2)c(N(C)C)n1 | -12
CC(=O)c1cccc(NC(=O)CSc2nnc(-c3cccc(C)c3)n2N)c1 | -6
Cc1cc(=O)[nH]c(-n2nc(C)c(CCC(=O)Nc3ccc(C(N)=O)cc3)c2C)n1 | -7
O=C(CSC1CCCC1)Nc1cc(-n2cccn2)ncn1 | -12
Cn1nc(-c2ccccc2)cc1C(=O)N1CC(N2C(=O)C3CC=CCC3C2=O)C1 (stereo not given) | -18
COc1cccc(/C=N\NC(=O)c2cc(-c3ccc(Br)s3)[nH]n2)c1O | -6
Cc1nnc2ccc(-c3cccc(NC(=O)c4cccc(Cl)c4)c3)nn12 | -3
COc1ccccc1CNC(=O)C1CCCN(c2cnc3ccccc3n2)C1 (stereo not given) | -2
C=CCN(CC=C)S(=O)(=O)c1ccc(C(=O)Nc2nnc(CC)o2)cc1 | 17
Cc1cccc(Nc2nc(C(=O)N3CCN(c4cccc(Cl)c4Cl)CC3)cs2)n1 | 8
Cc1ccc(Cn2cc(C(=O)NNC(=O)Nc3ccc(F)cc3)ccc2=O)cc1 | 2

Later entries.
SMILES | SSB-PriA inh
COc1ccc(-c2cn3c(C(=O)Nc4cc(C)on4)csc3n2)cc1 | 10
O=S(=O)(NCC[C@H](O)C1CCOCC1)c1ccc2c(c1)CCCC2 | -1
COc1ccccc1C=NN1CCN(Cc2ccccc2Cl)CC1 | 6
O=C(Cc1cccs1)N1CCC(N2CCC[C@@H]2COCc2ccccc2)CC1 | 6
CCOc1cn2c(cc1=O)C(=O)N(CCNC(=O)c1ccc(C)cc1)CC2 | -15
CS(=O)(=O)N1CCC(C(=O)Nc2nc3c(Cl)c(Cl)ccc3s2)CC1 | -11&-4
Cc1ccc2oc(C(=O)Nc3cccc(C(F)(F)F)c3)c(C)c2c1 | -6
COc1ccc(-c2nc(CNC(=O)C3CCCN(c4ccc(-c5cccs5)nn4)C3)cs2)cc1 (stereo not given) | -11
O=S(=O)(NCC#CCOc1ccc2c(c1)OCO2)C1CCCCC1 | 21
Cc1cc(S(=O)(=O)NCC2CCCO2)cc([N+](=O)[O-])c1C (stereo not given) | 4
CCN1C(=O)C(C)(C)COc2ccc(NS(=O)(=O)c3ccc(C)cc3)cc21 | -5
C(=NN1CCN(c2ccccc2)CC1)c1ccncc1 | 4
N#Cc1nccnc1N1CCC(CN)CC1 | 0
Cc1nonc1C(=O)NN=Cc1ccc(O)c(O)c1 | -2
COCc1c(C(=O)NN=Cc2cccc3ccccc23)nnn1-c1nonc1N | 4
O=C(CCc1cccc(Cl)c1)N1CCC(S(=O)(=O)c2ccccc2)CC1 | 0
O=C(NN=Cc1c[nH]c2ccccc12)c1ccc(Br)cc1 | 3
COc1cccc(C(=O)NN=C2SCC(=O)N2Cc2ccc3c(c2)OCO3)c1 | -11
O=C1C(=O)N(CCCN2CCOCC2)C(c2ccc(Cl)cc2)C1=C(O)c1ccc(F)cc1 (stereo not given) | -5
COc1ccc(C(=O)Nc2nc3c(C)c(Cl)ccc3s2)cc1OC | -9
Cc1cc(=O)[nH]c(-n2nc(C)cc2NC(=O)C(=O)NCc2ccco2)n1 | 12
COc1ccc(CNC(=O)Nc2cc(-n3cncn3)ncn2)cc1OC | 0
O=C(CCc1ccccc1)NC[C@@H](c1ccsc1)N1CCCC1 | -2
COc1ccc(-c2cc3c(=O)[nH]nc(SCc4cccc(Br)c4)n3n2)cc1OC | -12&4
CCN(CC)CC(=O)NC1C2CC3CC(C2)CC1C3 (stereo not given) | -15
O=C(/C=C/c1ccccc1C(=O)O)c1ccc(F)cc1 | -5
Cn1cccc1[C@H](CNC(=O)Cc1ccc(F)cc1)N1CCc2ccccc2C1 | 4
COc1cc(C(=O)Nc2nsc(-c3ccccc3)n2)cc(OC)c1OC | -4
CSc1nnc(C(C)(C)C)c(=O)n1N | -15
CCn1ncc(/C=N/NC(=O)c2ccc3c(c2)c(C)c(C)n3Cc2ccccc2)c1C | i
C=CCN1C(=O)C(C)(C)COc2ccc(NC(=O)c3ccccc3F)cc21 | 18
CCOC(=O)c1ccccc1NC(=O)CSC1=NS(=O)(=O)c2ccccc2N1CC | -7&0
NC(=NOC(=O)CCCN1C(=O)c2ccccc2C1=O)c1ccccn1 | -22
O=C(Cc1ccccc1)N1CCC(c2nnc(C3CC3)s2)CC1 | -5
CCc1ccccc1NC(=O)c1cc(C)oc1C | -6&-5
CC(=O)N1CCC(C(=O)NCc2cccnc2-c2ccsc2)CC1 | -2
Cc1cc(C(=O)Nc2nc(C(=O)N3CCN(c4ccccc4O)CC3)co2)no1 | -8
CC(C)(C)C(=O)NCc1cnn2ccccc12 | 4
CSc1ccccc1NC(=O)C(=O)NCC(c1ccc2c(c1)CCN2C)N1CCCC1 (stereo not given) | -11
O=S(=O)(c1ccc(Cl)cc1)N1CCN(CC(O)Cn2c3ccccc3c3ccccc32)CC1 (stereo not given) | 8
CCS(=O)(=O)N1CCCc2cc(NS(=O)(=O)c3ccc(F)c(Cl)c3)ccc21 | 4
CSc1ccc(C=Nn2c(C3CCCCC3)n[nH]c2=S)cc1 | 5
O=C(NCc1cccs1)C(=O)NC[C@H](O)c1ccoc1 | 6
CSc1nc2ccc3nc(NC(=O)c4cccc([N+](=O)[O-])c4)sc3c2s1 | -9
O=C(COC(=O)c1ccc(O)cc1O)c1ccc(-c2ccccc2)cc1 | -7
Cc1cc(C)n(-c2cc(NCCNS(=O)(=O)c3ccccc3Cl)ncn2)n1 | -17
O=C(Cc1cc(=O)[nH]c(SCc2cccc(Cl)c2)n1)NCc1ccc(F)cc1 | 7
O=c1[nH]cnc2c1nnn2-c1cccc(Cl)c1 | 25
Cc1nc(-c2ccc(F)cc2)sc1CCNC(=O)c1ccc(Br)o1 | -12
COc1ccc(N2CC(c3n[nH]c(=S)o3)CC2=O)cc1Cl (stereo not given) | -12
CCOCCn1c(=NC(=O)c2ccnn2C)sc2c(C)cc(C)cc21 | -4
O=C(NCC(O)(c1ccccc1)C(F)(F)F)c1ccco1 (stereo not given) | 2
O=C(c1cccs1)N(CCn1cccn1)c1nc2c(Cl)cccc2s1 | -1
O=C(COc1ccccc1)NCC(=O)NN=C/C=C/c1ccccc1 | 1
COCCNc1ncnc2scc(-c3ccc(C)cc3)c12 | -12
CC1(C)CC(=O)CC(=NNC(=O)COc2ccc(Cl)cc2Cl)C1 | -7
O=C(NC1CCCCCC1)N1CCOC2(CCOCC2)C1 | -1
NC(=O)SCC(=NS(=O)(=O)c1ccc(Cl)cc1)Nc1cccc2ccccc12 | 0
COc1ccc(OC)c(C=NNC(=O)CCc2ccc(O)c(O)c2)c1 | 0
CC(C)c1cc(N2CCOCC2)n2c(nc3ccccc32)c1C#N | -15

Later entries.
SMILES | SSB-PriA inh
CC1(C)Cc2cccc(OCC(=O)Nc3cnn(CC4CCOCC4)c3)c2O1 | -14
CC(=O)c1ccc(N2CCN(c3nc4c(-c5cccc(C)c5)nnn4c4ccc(Cl)cc34)CC2)cc1 | 3
O=C(Cc1ccccc1)NCCOc1ccc2c(c1)OCO2 | 1&23
CCOc1cc(C(=O)NCC2COC3(CCCC3)O2)cc(OCC)c1OCC (stereo not given) | -12
O=C(Cc1csc(Nc2ccc(F)cc2)n1)NCc1cccnc1 | -2
O=C(NCCN1CCOCC1)C(=O)Nc1ccc(N2CCCS2(=O)=O)cc1 | -1
COc1ccc2c(=O)c3c(=O)n(-c4ccc(C)cc4)c(C(C)C)nc3oc2c1 | 9
CCOc1nn(CC)cc1C(=O)N1CCC(Cc2ccccc2)CC1 | 9
N#CCN1CCNCC1 | -24
O=C1CCc2cc(NC(=O)c3cccc(F)c3)ccc2N1 | 7
COc1ccc(Cl)cc1C(=O)NC[C@H](OC)c1ccccc1Cl | -13
O=C(Nc1ccc(F)cc1)c1cccc(Oc2ccccn2)c1 | -2
O=C(COc1ccccc1)NCCn1ncc2c(=O)n(Cc3ccc(Br)cc3)cnc21 | -8
Cc1ccc(CC(=O)Nc2nnc(CSc3ccccc3)o2)c(C)c1 | 0
Cc1nc(C#N)c(N/N=C\c2cccs2)o1 | 8
O=c1[nH]c(=S)c2c(n1Cc1cccs1)CCC2 | -2
Cc1ccccc1-c1noc(C[C@H]2CCCN(C(=O)NCc3cccs3)C2)n1 | -11
COC1(CNS(=O)(=O)Cc2noc3ccccc23)Cc2ccccc2C1 | -24
O=C(NCc1cnn2c1CCCC2)c1cc(-c2cccs2)on1 | -14
C[C@@H](C(=O)O)n1cccn1 | -13
NC(=NO)c1ccc(NC(=O)c2ccc(Br)o2)cc1 | -17
COc1ccccc1OCC(=O)N1CCN(c2ccc(-c3noc(C)n3)cn2)CC1 | -13
CC(=O)c1sc(NC(=O)CCCOc2ccc(C(C)(C)C)cc2)nc1C | -4
O=[N+]([O-])c1ccc(NS(=O)(=O)c2cccs2)cc1 | 3
O=S1(=O)CC(Cl)C(N=C(Cl)C(Cl)(Cl)Cl)C1 (stereo not given) | 3
NC(=NOC(=O)Nc1ccc(Cl)c(Cl)c1)c1ncc(C(F)(F)F)cc1Cl | -11
COc1ccccc1N1CCN(CCNC(=O)C(=O)Nc2cc(C)nc3ccccc23)CC1 | 7
CC(=O)Nc1ccc(SCCCC(=O)NCCCn2ccnc2)nn1 | -4
COc1ccc(Cl)cc1NC(=O)Cn1nc2c(cc1=O)CCC2 | -4
COc1ccc2nc(C)cc(SCC(=O)NN=Cc3cccc4ccccc34)c2c1 | -3
COc1cc(-c2c(C#N)c(N)nc3c2c(C)nn3-c2ccc(C)cc2)cc(OC)c1OC | -7
N#CC1=C(SCC(=O)N2CCOCC2)NC(=O)C[C@H]1c1ccccc1F | -15
CCOc1ccc(CCNc2nc3c(-c4cccc(F)c4)nnn3c3ccccc23)cc1OCC | -11
O=C(Cc1nnc(NC(=O)c2ccccc2)s1)NN=Cc1ccco1 | 1
CC(C)CS(=O)(=O)C1CN(C(=O)c2ccc(Cn3ccnc3)cc2)C1 | 0
Cn1nc(-c2ccccc2NC(=O)c2cccc(C(F)(F)F)c2)ccc1=O | -7
COC(=O)c1ccc(S(=O)(=O)NCc2cc(C3CC3)n(C3CCCC3)n2)cc1 | -22
COC(=O)Cn1c(=NC(=O)CCSc2ccccc2)sc2cc(F)ccc21 | -1
COc1ccc(CNC(=O)N2CC(S(=O)(=O)C3CCCCC3)C2)cc1OC | -8
Cc1nnc(NC(=O)c2cccn(Cc3c(F)cccc3Cl)c2=O)s1 | -5
C(=NNc1nc2ccccc2[nH]1)C1CCCCC1 | 6
CN(C)C=NNC(=O)C1Cc2c(ccc3ccccc23)O1 (stereo not given) | -21
O=C1CCSCC(C(=O)NCc2ccccc2Cl)N1 (stereo not given) | 18
CN1CCN([C@@H](CNC(=O)c2ccc(Br)o2)c2cccn2C)CC1 | 2

Screening results: PubChem, Small Molecule Screening Facility, UW Madison

This is a subset; the hit share may differ from the screen's.
